Source: PubChem BioAssay (Sanford-Burnham Center for Chemical Genomics)
Mdm2-MdmX inh = inhibitors of human Mdm2/MdmX interaction; inhibition, % at 8 µM; SaOS-2 split-luciferase Mdm2/MdmX complementation, luminescence; 330,000 compounds, 3% hits; AID 485346;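 active = inhibition of at least 50% at 8 µM in the primary screen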
UPR CHOP act = activators of apoptotic arm of unfolded protein response (CHOP); activation, % at 10 µM; CHO-CHOP luciferase reporter, UPR activation, luminescence; percent of tunicamycin response over DMSO baseline; AID 449763; 330,000 compounds, 0.34% hits;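 active = at 10 µM dose, activation of 40% or more, normalized to positive control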;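 also: 100% = tunicamycin at 10 µg/mL and 0% = DMSO alone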
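measured by = luciferase luminescence | assay system = CHO-CHOP cells, stable luciferase reporter of PERK-eIF2a-CHOP signalling | amount = 500 reporter cells seeded per well | timing = 6 h compound exposure at 37 °C after overnight seeding | controls = positive tunicamycin 10 µg/mL, negative DMSO alone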
Jurkat NFkB inh = lowers PMA/ionomycin-induced NF-kB signal in Jurkat cells. PMA/ionomycin-induced NF-kB luciferase reporter, luminescence. AID 435003. 330,000 compounds, 0.53% hits. inhibition, % at 4 µM; in the data active = inhibition above about 50%
tim23-1 inh = growth inhibitors of tim23-1 mutant yeast | S. cerevisiae tim23-1 growth, BacTiter-Glo luminescence, 24 h | 330,000 compounds, 1.3% hits | inhibition, % at 20 µM | AID 463212;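 active = growth inhibition of the mutant yeast at or above 50%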;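 also: temperature-sensitive mutant grown at 25 °C; plate controls were DMSO-treated mutant yeast for no effect and medium wells lacking yeast for full effect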
APJ antag = blocks the human apelin receptor APJ; P35414; CHO-K1 APJ beta-arrestin complementation, luminescence; inhibition, % at 20 µM; 330,000 compounds, 0.32% hits; AID 2521;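 active = inhibition above about 40% at 20 µM, limit read from the data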;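 also: cells challenged with 10 nM apelin-13 agonist together with compound; plate controls were apelin-13 plus DMSO wells for no effect and DMSO wells lacking apelin-13 for full effect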
Target sequence (P35414 whole entry, looked up): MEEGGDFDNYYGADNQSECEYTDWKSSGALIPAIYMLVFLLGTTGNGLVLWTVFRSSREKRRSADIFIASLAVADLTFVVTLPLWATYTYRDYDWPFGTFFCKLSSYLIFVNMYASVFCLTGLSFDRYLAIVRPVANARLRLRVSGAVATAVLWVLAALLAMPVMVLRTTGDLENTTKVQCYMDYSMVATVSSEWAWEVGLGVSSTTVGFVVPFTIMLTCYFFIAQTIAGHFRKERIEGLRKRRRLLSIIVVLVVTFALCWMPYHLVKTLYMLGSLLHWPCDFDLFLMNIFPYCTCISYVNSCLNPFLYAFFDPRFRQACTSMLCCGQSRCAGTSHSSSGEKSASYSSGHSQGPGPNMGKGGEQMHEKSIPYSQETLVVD
697 NFkB inh = inhibitors of the PMA/ionomycin-induced NF-kB reporter in 697 B cells; 697 B-cell NF-kB luciferase reporter, 16 h; 330,000 compounds, 0.33% hits; inhibition, % at 4 µM; in the data active = inhibition above about 35%
APJ ag = agonists of human APJ apelin receptor | CHO-K1 APJ PathHunter beta-arrestin, luminescence; 0% DMSO wells, 100% apelin | activation, % at 20 µM | 330,000 compounds, 0.11% hits | AID 2520;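 active = activation more than six SD over the plate average, tested at 20 µM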;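 also: 0% = DMSO alone and 100% = apelin-13 at 10 nM; some results filed as inactive read as strong as hits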
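system = engineered CHO-K1 APJ arrestin reporter cells | input = 1000 cells per well | timing = overnight seeding, 90 min compound at 25 °C, 1 h detection | measured by = enzyme-fragment complementation luminescence | read-out = beta-arrestin recruitment to APJ as agonist activity, luminescent signal | control set = negative DMSO alone, positive Apelin-13 at 10 nM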
XBP1 UPR activ = activators of adaptive arm of unfolded protein response (XBP1). CHO-XBP1 luciferase reporter, IRE1-XBP1 UPR activation, luminescence; percent of tunicamycin response, DMSO as zero. activation, % at 20 µM. 330,000 compounds, 0.33% hits;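 active = versus positive control, 20 µM dose yields 30% or more activation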;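 also: 100% = tunicamycin at 10 µg/mL and 0% = DMSO only wells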
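Material: CHO-XBP1 cells stably carrying IRE1-XBP1-driven luciferase reporter | Medium: F12 with 10% serum | Compound dosing: 20 µM single concentration, DMSO 1% | Incubation: Overnight seeding at 37 °C, 6 h compound treatment at 37 °C | Detection: Steady-Glo luminescence read | Read-out basis: % activation of reporter signal versus tunicamycin and DMSO controls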
* = called active by the depositor.

SMILES	Mdm2-MdmX inh	UPR CHOP act	Jurkat NFkB inh	tim23-1 inh	APJ antag	697 NFkB inh	APJ ag	XBP1 UPR activ
COc1ccc(Cl)cc1C(=O)Nc1ccc(Br)c(C)n1	41	4.6	-48	-36	-7	-59	0	9
COCCNC(=O)C1CCC(=O)N1S(=O)(=O)c1ccc(C)cc1 (configuration not stated)	23	-2.1	7	3	3	1	-4	-7
CC(C#N)OC(=O)c1cccnc1SCC(=O)Nc1ccc2c(c1)OCO2 (configuration not stated)	-13	2.0	0	1	3	-1	2	1
O=C(O)C1C2C=CC(C2)C1C(=O)N1CCOCC1 (configuration not stated)	14	-1.0	6	23	13	3	-4	1
O=C(NNC(=O)c1cc(OCC(F)(F)F)ccc1OCC(F)(F)F)c1ccc(Cl)c(Cl)c1	15	0.5	-21	2	-14	-21	2	-1
Cc1cccc(NC(=O)CN2C(=S)NC(C)(C)CC2C)c1C (configuration not stated)	-24	3.6	15	6	13	17	-1	0
CCCCCOc1ccccc1C(=O)NCC(=O)O	2	0.2	3	3	0	-7	-2	-1
COCCNC(=O)c1csc(Nc2cccc3ccccc23)n1	10	1.7	11	19	-18	-3	2	-1
COC(C[C@@H]1O[C@H]1[C@@H](O)COCc1ccccc1)OC	-10	-0.2	-5	-19	9	24	3	-2
COc1ccc(C(=O)NNC(=S)NC(=O)c2ccc(Cl)cc2)cc1	42	-0.5	-2	31	9	-2	-2	1
CS(=O)(=O)N(CC(=O)NCCSCc1cccc(Cl)c1)c1ccccc1F	-13	1.5	-2	7	5	-26	-2	-3
COC(=O)/C(=C\Nc1ccc(Cl)cc1Cl)NC(=O)c1ccccc1	26	1.2	6	15	9	26	-4	0
COc1ccccc1CCC(=O)N(C)C1CCCN(Cc2ccccc2F)C1 (configuration not stated)	-5	0.0	-5	18	9	-19	0	-1
Cc1ccc([N+](=O)[O-])cc1NC(=O)/C=C/C(=O)O	18	-0.1	2	7	13	3	-3	-1
O=C(Nc1ccc(N=Nc2ccccc2)cc1)c1cccc(Cl)c1	-2	2.1	-8	0	22	-8	0	0
O=C(Nn1cnnc1)c1ccccc1-c1ccccc1	-24	-0.4	0	15	6	7	5	-1
COc1ccc(C2c3[nH]c4ccccc4c3CCN2C(=O)Cc2nonc2C)c(F)c1 (configuration not stated)	-17	3.2	-48	10	14	-60	0	0
O=C(Nc1ccc(N2CCOCC2)c(Cl)c1)c1ccc(S(=O)(=O)N2CCOCC2)cc1	6	-0.7	8	19	1	4	-1	0
O=C(Nc1ccccc1)c1cc([N+](=O)[O-])ccc1N1CCCCC1	34	1.0	10	37	18	5	-7	-4
c1ccc(COc2cccc(CNCc3cccnc3)c2)cc1	-28	0.1	11	12	-3	7	-2	0
Cc1ccc2nc(-c3ccc(F)cc3)nc(SCC(=O)NCC3CCCO3)c2c1 (configuration not stated)	23	0.2	-3	-8	3	-4	1	-2
Cc1[nH][nH]c(=O)c1C(c1ccc(Cl)cc1)c1c(C)[nH][nH]c1=O	14	1.7	-29	31	-16	-38	-3	-3
O=C(CSc1n[nH]c(-c2cccnc2)n1)Nc1ccccc1[N+](=O)[O-]	2	-0.4	-8	-4	-4	0	1	0
O=c1cc2ncc(-n3cc([N+](=O)[O-])cn3)cn2[nH]1	-9	-0.6	4	6	-4	1	-2	-3
COc1ccc(-n2nc(C(=O)NCc3ccco3)c3c4ccccc4n(C)c3c2=O)cc1	-30	4.5	6	14	9	1	0	4

Additional compounds follow:
SMILES	Mdm2-MdmX inh	UPR CHOP act	Jurkat NFkB inh	tim23-1 inh	APJ antag	697 NFkB inh	APJ ag	XBP1 UPR activ
Nc1ncnc2c1ncn2[C@@H]1O[C@H](CNCc2cn(CC(=O)NC3CC3)c3ccccc23)[C@@H](O)[C@H]1O	-10	-0.2	-18	20	-10	-14	7	-2
COc1ccc(Oc2nc(OC)cc(OC)n2)cc1	-26	1.8	5	6	11	-4	-3	-2
Oc1ccc(/C=N/N(Cc2ccccc2)c2ccccc2)cc1	0	-0.2	-13	46	8	0	-4	0
Cc1ccc(S(=O)(=O)c2nnn(-c3cccc(F)c3)c2N)cc1	2	-0.6	8	6	-10	8	3	-1
COc1ccc(S(=O)(=O)N2CCC(C(=O)NC3CCCCC3)CC2)cc1C	13	0.4	-8	4	5	14	-4	-1
CCOC(=O)C1CCN(Cc2cccc(OC)c2)CC1	-10	-0.5	-2	-4	9	9	0	-1
Cc1cccc(NC(=S)N2CCCC2)c1	6	2.4	3	10	9	-13	6	-5
COc1cc(CNC(C)(C)CO)cc(Br)c1OCc1ccc(Cl)cc1Cl	55*	0.1	6	10	-3	1	-1	2
CCNC1CCS(=O)(=O)C1 (configuration not stated)	-3	0.3	7	8	11	11	-1	-3
Cc1ccc(CNC(=O)c2oc3ccc(S(=O)(=O)N4CCOCC4)cc3c2C)cc1	6	0.5	0	23	-8	-10	9	-4
CN(C)CCN(C(=O)c1ccc(S(=O)(=O)N2CCc3ccccc32)cc1)c1nc2ccc(F)cc2s1	-7	2.6	-34	-4	-4	8	-5	-5
CCOC(=O)C(C)n1cnc2sc3c(c2c1=O)CCC3 (configuration not stated)	9	-0.5	3	0	13	8	-1	-3
CC(NC(=O)c1ccccc1)C(=O)N/N=C/c1ccco1 (configuration not stated)	-7	-1.5	-9	1	17	8	3	1
CCCCc1nc2sc3c(=O)n(N)cnc3c2c2c1CCCC2	44	-1.8	-12	1	-7	-20	1	-4
O=C(OCC(=O)c1ccc(Cl)s1)c1ccc(CO)cc1	-8	3.5	5	4	-38	0	-3	8
O=C(O)C1C2C=CC(O2)C1C(=O)NCc1ccccc1Br (configuration not stated)	5	1.5	8	2	5	8	-1	0
Cc1ccc(C)c(CSc2nnc(-c3cccnc3)n2N)c1	18	1.8	1	12	-10	4	-1	-1
CN(CC(=O)Nc1ccc(F)cc1)C(=O)c1cccc(S(=O)(=O)N2CCN(c3ccc(F)cc3)CC2)c1	24	0.8	12	10	-21	5	-1	-5
O=C(NC(=S)Nc1ccccc1)c1ccc(-c2ccccc2)cc1	-74	4.1	-43	1	14	-56	-5	-1
COc1cc(C(=O)NCC(c2cccs2)N2CCc3ccccc32)cc(OC)c1OC (configuration not stated)	35	-0.6	15	33	19	0	5	-4
COc1ccc(CN(C)C(=O)/C=C/c2ccc(S(=O)(=O)N3CCOCC3)cc2)cc1F	14	-0.3	22	15	-21	3	-2	-2
CC1CN(S(=O)(=O)c2cc(C(=O)NCCCN3CCCC3=O)ccc2Cl)CC(C)O1 (configuration not stated)	12	-1.1	-9	-8	-4	-8	0	0
CCC1(CC)NC(=O)N(CC(=O)OCC(=O)NC(=O)c2ccccc2)C1=O	5	-1.1	-8	-3	10	11	-5	3
COc1ccc(S(=O)(=O)N2c3ccccc3OCC2C)cc1 (configuration not stated)	47	2.3	42	4	4	5	-4	15
O=C(CSc1nncs1)NC(=O)Nc1ccc2c(c1)OCCO2	-15	1.0	-35	12	-1	-57	2	0

The closing three compounds of the part above come first, to join the parts:
SMILES	Mdm2-MdmX inh	UPR CHOP act	Jurkat NFkB inh	tim23-1 inh	APJ antag	697 NFkB inh	APJ ag	XBP1 UPR activ
CCC1(CC)NC(=O)N(CC(=O)OCC(=O)NC(=O)c2ccccc2)C1=O	5	-1.1	-8	-3	10	11	-5	3
COc1ccc(S(=O)(=O)N2c3ccccc3OCC2C)cc1 (configuration not stated)	47	2.3	42	4	4	5	-4	15
O=C(CSc1nncs1)NC(=O)Nc1ccc2c(c1)OCCO2	-15	1.0	-35	12	-1	-57	2	0
CC(CS(=O)(=O)c1ccccc1[N+](=O)[O-])N1CCOCC1 (configuration not stated)	38	-0.8	-13	6	16	-29	-2	1
CS(=O)(=O)N(CC(=O)NCc1ccco1)c1ccccc1Cl	0	-0.4	7	-1	-5	-16	-1	1
COc1ccc(OC)c(NC(=O)NNC(=O)c2cc3occc3[nH]2)c1	14	0.4	3	2	-21	13	-5	-1
COc1ccc(C(=O)NCCCn2cccn2)cc1OC1CCN(C(C)=O)CC1	15	-0.1	-15	-1	-27	-10	2	-2
O=S(=O)(c1ccc2ccccc2c1)N1CCCCC1	32	-0.5	-5	38	-22	-4	1	0
CSc1ccc(CCNC(=O)CCc2nnc3ccc(N4CCCC4)nn23)cc1	9	-2.0	-12	-3	-11	-21	-2	-2
COc1ccc(SCCN2CCN(CC(C)C)CCC2=O)cc1	22	1.8	12	5	4	20	-2	-1
CCOc1ccc2nc(NCCNC(=O)Nc3cccc(C)c3)c(C#N)cc2c1	36	1.3	2	8	-25	12	11	17
CCOc1ccc(OCC)c(NC(=O)CSc2nc3c(c(=O)n(C)c(=O)n3C)n2CC)c1	18	-0.9	10	27	-16	5	-2	1
O=C(Oc1c(Br)cc([N+](=O)[O-])cc1Br)c1cccnc1	23	0.4	-22	45	9	-17	-1	-1

Looked up by compound from the entries so far (4):
SMILES	Mdm2-MdmX inh	UPR CHOP act	Jurkat NFkB inh	tim23-1 inh	APJ antag	697 NFkB inh	APJ ag	XBP1 UPR activ
CCOc1ccc(OCC)c(NC(=O)CSc2nc3c(c(=O)n(C)c(=O)n3C)n2CC)c1	18	-0.9	10	27	-16	5	-2	1
COc1ccc(C(=O)NCCCn2cccn2)cc1OC1CCN(C(C)=O)CC1	15	-0.1	-15	-1	-27	-10	2	-2
CSc1ccc(CCNC(=O)CCc2nnc3ccc(N4CCCC4)nn23)cc1	9	-2.0	-12	-3	-11	-21	-2	-2
CCOc1ccc2nc(NCCNC(=O)Nc3cccc(C)c3)c(C#N)cc2c1	36	1.3	2	8	-25	12	11	17
